# Compound activity (PubChem BioAssay)
# FLuc counter: inhibits or activates purified firefly luciferase, miR-21 counter-screen; purified FLuc, Km substrates, luminescence inhibition; Potency, µM (doses to about 57.5 µM), for the others: at the top dose activity change, negative = inhibition, actives largely listed as inhibitors; 360,000 tested, 6.9% active;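 note: plate controls were vehicle for no effect and reference inhibitor for full effect; nearly all actives have a fitted effect of over 55% in size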
#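 Biochemical qHTS of compounds, final roughly 60 µM downward over six points, against 10 nM purified firefly luciferase using Km concentrations of substrates (10 uM D-luciferin, 10 uM ATP) in Tris acetate pH 7.5 buffer; luminescence output.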
# Rab9 prom act: activates the Rab9 promoter. 320,000 tested, 2.8% active. Potency, µM (top dose mostly 9.22 µM), for the others: top-dose activation, negative = inhibition, most hits filed as activators. Huh7 Rab9 promoter-luciferase reporter, luminescence, 24 h; note: % of control where 0% means no effect; nearly all actives have a fitted effect of over 60% in size
#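 Using Huh7 cells stably transfected with Rab9 promoter–luciferase, compounds were incubated 24 h at 37 °C, 5% CO2; luciferase luminescence was read 10 min after reagent addition.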
# NPC1 prom act: activators of NPC1 promoter | 320,000 tested, 2.4% active | Potency, µM (highest dose often 9.22 µM), without a hit: at the highest dose activation, usual class: activators | Huh7 NPC1 promoter luciferase reporter, 24 h;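 note: % of control where 0% means no effect; nearly all actives have a fitted effect of over 60% in size; reporter is driven by a mutant NPC1 promoter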
#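 Cells: Huh7 expressing luciferase under the NPC1 promoter, 1500/well. Seeded 2 h, compound added, incubated 24 h at 37 °C. Luciferase reagent, 10 min ambient, then luminescence.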
# BRCA1 expr act: activators of BRCA1 expression. AID 624202. Potency, µM (series often up to 46.1 µM), inactives show top-dose activation, actives largely listed as activators. MCF7-BRCA1-FFLuc reporter, luminescence, 48 h; response scale: scaled: vehicle 0%, 10 µM genistein 100%. 380,000 tested, 1.1% active; note: nearly all actives have a fitted effect of over 80% in size; some results filed as inactive show a strong effect at the top dose
#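 Luminescence from a BRCA1-driven firefly luciferase in MCF7 cells was the read-out, taken 15 min after substrate addition following 48 h compound exposure at 37 °C. Data were normalized to a 10 microM genistein control and DMSO vehicle.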
# Gal4-VP16 FLuc: Gal4-VP16 reporter inhibition counter-screen; Drosophila S2 Gal4-VP16 UAS-luciferase, luminescence, 20 h; Potency, µM (highest dose often 53.6 µM), for inactives: top-dose activity, negative = inhibition, actives largely listed as inhibitors; 310,000 tested, 3.5% active; AID 2546;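 note: Gal4-VP16 expression switched on by copper sulfate through the metallothionein promoter; % is set by controls: 0 for no effect and ±100 for the full control effect; nearly all actives have a fitted effect of over 50% in size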
# ELG1 genotoxic: genotoxicity induction in ELG1-luciferase HEK293T cells | Potency, µM (highest dose often 46 µM), for the others: top-dose activity change, positive = activation, most hits filed as activators | 330,000 tested, 1.3% active | HEK293T ELG1-luciferase reporter, luminescence, 16 h | AID 504466; note: % of control where 0% means no effect; nearly all actives have a fitted effect of over 60% in size
#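 Reporter readout depends on ELG1 protein level, which increases with genetic stress. After 16 hr compound exposure at 37 °C, luciferase activity was quantified using ONE-Glo.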
# MLL CXXC-DNA inh: inhibitors of human MLL CXXC domain-DNA interaction. Q03164. MLL-CXXC / FITC-HOXA9 DNA fluorescence polarization. Potency, µM (titrated, usually from 115 µM), for the others: at the top dose activity change, negative = inhibition, most hits filed as inhibitors. 290,000 tested, 0.037% active. AID 2662; active = well fitted inhibition curve with a large enough effect in the polarisation, with a control signal flat, not every such curve was filed as active; inconclusive = small, poorly fitted or top-dose-only effect, or effect the other way, or a change in a side signal; inactive = no such curve, though single readings can be large or run the other way; the % refers to the polarisation
#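 Fluorescence polarization: 7 uM MLL-CXXC (stock) preincubated 5 min with compounds, then 50 nM fluorescein-HOX-A9 DNA (stock) added; 30 min ambient. Buffer 50 mM Tris-HCl pH 7.5, 50 mM NaCl, 1 mM DTT, 0.05% BSA.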
# p53 reactivation: mutant p53 re-activation in reporter cells; Potency, µM (titrated, usually from 92.2 µM), for the others: top-dose activity change, positive = activation, actives largely listed as activators; H1299 p53-A138V BP100-luciferase reporter, luminescence, 24 h; AID 504706; 320,000 tested, 0.063% active; note: % of control where 0% means no effect; nearly all actives have a fitted effect of over 45% in size
#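 p53-null H1299 cells stably carrying temperature-sensitive p53-A138V and a BP100-luciferase reporter were pinned with compounds (4-point, 1:5 series) and held 24 hrs at 37 deg C. Luminescence was read 10 min after detection reagent.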
# RORgamma inh: inhibitors of mouse ROR gamma transcriptional activity; P51450; Potency, µM (top dose mostly 53.6 µM), for inactives: at the top dose activity change, negative = inhibition, usual class: inhibitors; Drosophila S2 Gal4-RORgamma UAS-luciferase reporter, 20 h; 310,000 tested, 5.4% active; note: % is set by controls: 0 for no effect and ±100 for the full control effect; nearly all actives have a fitted effect of over 60% in size
# Target sequence (P51450 whole entry, looked up, the tested form may be a part): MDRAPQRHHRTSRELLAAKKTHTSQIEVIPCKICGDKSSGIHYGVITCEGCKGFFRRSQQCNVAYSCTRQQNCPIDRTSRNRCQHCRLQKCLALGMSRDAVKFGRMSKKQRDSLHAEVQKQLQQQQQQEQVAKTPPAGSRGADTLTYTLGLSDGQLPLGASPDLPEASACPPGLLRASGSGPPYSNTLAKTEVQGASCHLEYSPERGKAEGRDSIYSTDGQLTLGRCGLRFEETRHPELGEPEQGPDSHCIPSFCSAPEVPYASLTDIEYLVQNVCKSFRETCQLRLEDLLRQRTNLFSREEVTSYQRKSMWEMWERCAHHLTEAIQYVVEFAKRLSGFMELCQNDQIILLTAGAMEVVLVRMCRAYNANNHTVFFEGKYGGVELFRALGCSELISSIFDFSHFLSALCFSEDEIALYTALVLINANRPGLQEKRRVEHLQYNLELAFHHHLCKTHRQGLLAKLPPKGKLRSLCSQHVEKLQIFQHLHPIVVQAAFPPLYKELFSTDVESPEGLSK
#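 Read-out: Photinus luciferase luminescence; inhibitors lower reporter signal. Insect Schneider cells with Gal4-ROR gamma fusion under metallothionein promoter, UAS reporter; 700 uM final copper sulfate induction, 20 hr, ambient temperature.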
# uPA surface inh: inhibitors of cell surface uPA generation; cell surface uPA generation assay, qHTS; Potency, µM (top dose mostly 38.3 µM), without a hit: at the highest dose activity change, negative = inhibition, actives largely listed as inhibitors; 330,000 tested, 0.31% active; AID 540303; active = well fitted inhibition curve with a large enough effect; inconclusive = small, poorly fitted or top-dose-only effect; inactive = no such curve, though single readings can be large or run the other way; tested in mouse RAW 264.7 cells; note: % is set by controls: 0 for no effect and ±100 for the full control effect; nearly all actives have a fitted effect of over 55% in size
# MBNL1-CUG inh: blocks human MBNL1 binding to CUG repeat RNA; Potency, µM (doses to about 57.5 µM), inactives show top-dose activity change, negative = inhibition, hits mostly inhibitors; TR-FRET MBNL1-His/biotin-(CUG)12 binding, 665/545 ratio; 280,000 tested, 0.036% active; Q9NR56; AID 2675; active = well fitted inhibition curve with a large enough effect in the signal ratio, with a control signal flat, not every such curve was filed as active; inconclusive = small, poorly fitted or top-dose-only effect, or effect the other way, or a change in a side signal; inactive = no such curve, though single readings can be large or run the other way; the % refers to the signal ratio; note: % is set by controls: 0 for no effect and ±100 for the full control effect
# Target sequence (Q9NR56 whole entry, looked up): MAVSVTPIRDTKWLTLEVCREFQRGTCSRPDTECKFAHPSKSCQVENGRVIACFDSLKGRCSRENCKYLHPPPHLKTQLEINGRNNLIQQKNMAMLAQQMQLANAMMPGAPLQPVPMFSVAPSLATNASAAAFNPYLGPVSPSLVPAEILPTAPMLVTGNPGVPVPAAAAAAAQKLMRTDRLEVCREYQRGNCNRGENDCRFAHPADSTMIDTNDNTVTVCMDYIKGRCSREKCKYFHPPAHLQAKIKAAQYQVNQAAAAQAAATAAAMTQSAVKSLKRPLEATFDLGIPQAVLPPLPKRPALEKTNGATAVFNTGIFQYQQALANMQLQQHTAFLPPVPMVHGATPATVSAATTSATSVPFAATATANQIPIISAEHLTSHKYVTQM
#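 MBNL1-His + Biotin-(CUG)12, cpd titration 92 nM–58 uM; Tb anti-His Ab 0.055 ng/ul, SA-XL665 5 nM (final); 60 min RT; ratiometric 665/545 nm, Ex 340 nm; normalized to buffer and full-complex controls.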
# Active calls of the source: *; ? = inconclusive; . = no result given; & = joins results of further samples; [ ] = remark or other dose. Unless noted, calls come from the whole dose curve; as a rule, active = well fitted curve in the direction sought with a large enough effect; inconclusive = small, poorly fitted or top-dose-only effect, or another doubt; inactive = no such curve, though single readings can be large; an effect the other way counts as inactive or inconclusive. Potency is the fitted concentration of half-maximal effect. Only part of the results is shown; the hit share may differ from the screen's.
Compound	FLuc counter	Rab9 prom act	NPC1 prom act	BRCA1 expr act	Gal4-VP16 FLuc	ELG1 genotoxic	MLL CXXC-DNA inh	p53 reactivation	RORgamma inh	uPA surface inh	MBNL1-CUG inh
COc1ccc(NC2=CC(c3ccccc3)N(c3ccc(OC)cc3)C2=O)cc1 (configuration not stated)	-4%	-5%	2%	3%	2%&0%	10%	-10%	0%	2%&24%	-8%	-6%
Nc1ccc2c(c1)C(=O)N(CC1CCCO1)C2=O (configuration not stated)	-12%	-1%	6%	12%	22%	12%	4%	-7%	2%	4%	?
Cc1ccc(NC(=O)COC(=O)c2ccc(S(=O)(=O)N3CCCC3)cc2)cc1	5%	-5%	-2%	-13%	.	-2%	.	-3%	.	3%	.
CC(C)Cc1nc(N2CCC(C(N)=O)CC2)c2nnn(Cc3ccccc3)c2n1	1%	1%	0%	1%	4%	4%	-2%	-2%	-22%	.	5%
COc1ccc(S(=O)(=O)N2CCN(c3ccccn3)CC2)cc1OC	7%	.	.	1%	1%	.	-6%	.	11%	12%	-20%
COc1ccc(NC(=O)c2cc(-c3cc(C)ccc3O)n[nH]2)cc1Cl	-4%	0%	9%	-13%	-5%	-1%	-4%	?	27%	.	-8%
C=C1C(O)C[C@H]2C(=C)CCC3[C@H](OC(=O)[C@]3(O)CO)[C@@H]12 (some centres not stated)	3%	-4%	-5%	-3%	-4%	1%	-10%	-2%	-21%	1%	0%
CCc1cccc(NC(=O)CSc2nnc(Cc3ccc(OC)cc3)c(=O)[nH]2)c1	?	1%	-3%	-9%	.	-7%	.	-8%	.	2%	.
CC1CCN(C(=O)C2(NC(=O)Nc3cccc(F)c3)CCCCC2)CC1	3%	9%	-4%	-3%	21%	-1%	-5%	3%	-2%	9%	-14%
CN(C)c1ccc(NS(=O)(=O)c2ccc(-c3csnn3)cc2)cc1	1%	0%	2%	-34%	1%	-9%	20%	-1%	-3%	-13%	.
CCOC(=O)Nc1c2ccccc2nc2ccccc12	5%	-8%	-7%	-18%	-17%	1%	-8%	-1%	-5%	13%	?
COc1ccc(NC(=O)C2(c3ccc(NC(=O)c4ccc(OC)c(OC)c4)cc3)CCCC2)cc1	2%	-1%	-2%	-1%	?	9%	83%[activator]	-3%	-16%	.	-3%
CCn1c(COc2ccccc2OC)nc2ccccc21	17µM*	4%	5%	24%	?	9%	-5%	?	13µM*	-2%	7%
COc1cc(NC(=O)CNC(=O)Cn2ccc3ccccc3c2=O)cc(OC)c1OC	0%&-15%	2%	0%	0%&5%	1%	2%	5%	-2%	0%	-1%	-8%
N/C(=N\NC(=O)c1ccccc1Cl)c1cc2ccccc2oc1=O	-6%	1%	-2%	4%	?	10%	-3%	9%	14µM*	-17%	?
CCOC(=O)c1sc(N)c(C(=O)OCC)c1C	21µM*	?	?	73%	-6%	?	-9%	10%	?	-15%	1%
Cc1ccc(C)n1-c1cccc(S(=O)(=O)N2CCOCC2)c1	3%	-6%	-11%	-19%	-1%[10 µM]	26µM*	11%	2%	5%	-4%	6%
Cc1scc(C(=O)NNC(=S)NCC2CCCO2)c1C (configuration not stated)	5%	14%	-4%	-9%	-24%	0%	-3%	2%	4.5µM*	1%	-9%
O=C(OCc1nc2ccccc2s1)c1cccs1	2.7µM*	.	.	-7%[1.84 µM]	11%	.	-6%	.	1%	2%	-2%
Cc1nc(SCc2ccc(Br)cc2)[nH]c(=O)c1C	-3%	-9%	-7%	-26%	25%	?	-1%	-3%	15%	-7%	-7%

# Molecules shown so far with an NH in an aromatic ring:
Compound	FLuc counter	Rab9 prom act	NPC1 prom act	BRCA1 expr act	Gal4-VP16 FLuc	ELG1 genotoxic	MLL CXXC-DNA inh	p53 reactivation	RORgamma inh	uPA surface inh	MBNL1-CUG inh
COc1ccc(NC(=O)c2cc(-c3cc(C)ccc3O)n[nH]2)cc1Cl	-4%	0%	9%	-13%	-5%	-1%	-4%	?	27%	.	-8%
CCc1cccc(NC(=O)CSc2nnc(Cc3ccc(OC)cc3)c(=O)[nH]2)c1	?	1%	-3%	-9%	.	-7%	.	-8%	.	2%	.
Cc1nc(SCc2ccc(Br)cc2)[nH]c(=O)c1C	-3%	-9%	-7%	-26%	25%	?	-1%	-3%	15%	-7%	-7%

# An excerpt of these results, with two lines to a compound:
# The line under a structure holds: FLuc counter, Rab9 prom act, NPC1 prom act, BRCA1 expr act, Gal4-VP16 FLuc, ELG1 genotoxic, MLL CXXC-DNA inh, p53 reactivation, RORgamma inh, uPA surface inh, MBNL1-CUG inh
CN(C)c1ccc(NS(=O)(=O)c2ccc(-c3csnn3)cc2)cc1
→ 1%, 0%, 2%, -34%, 1%, -9%, 20%, -1%, -3%, -13%, .
CCOC(=O)Nc1c2ccccc2nc2ccccc12
→ 5%, -8%, -7%, -18%, -17%, 1%, -8%, -1%, -5%, 13%, ?

# Remaining list, next part
Compound	FLuc counter	Rab9 prom act	NPC1 prom act	BRCA1 expr act	Gal4-VP16 FLuc	ELG1 genotoxic	MLL CXXC-DNA inh	p53 reactivation	RORgamma inh	uPA surface inh	MBNL1-CUG inh
O=C(NC1CCN(C(=S)NCc2ccco2)CC1)c1cccc(F)c1	-1%	-5%	-10%	-14%	6%	-4%	3%	-5%	-10%	-1%	0%
CN(C)S(=O)(=O)c1cccc(NC(=O)c2ccc3c(c2)OCCO3)c1	9.5µM*	?	3.2µM*	61%	.	0%	.	23%	.	-17%	.
CCc1cc(C)cc(OCCOc2ccccc2/C=N/NC(C)=O)c1	0%	0%	1%	-1%	-15%	-6%	6%	.	-25%	?	-1%
NC(=O)c1ccccc1NC(=O)CN1CCN(Cc2ccccc2)CC1	-2%	1%	-1%	-2%	-7%	-1%	4%	-2%	10%	4%	2%
Cc1cc(C)c(NC(=O)CS(=O)CC(=O)NCCCc2ccccc2)c(C)c1 (configuration not stated)	0%	-2%	-3%	-5%	2%	-6%	1%	-5%	23%	-3%	0%
CC(C)(C)c1ccc(C(=O)Nc2ncn[nH]2)cc1	9.5µM*	2.5µM*	2.2µM*	64%	?	?	8%	2%	4µM*	-10%	-1%
COc1cc(NC(=O)c2ccco2)c(OC)cc1NC(=O)Nc1ccccc1Cl	0%	-2%	0%	-11%	-14%	4%	1%	-2%	-1%	6%	-7%
CNC(=S)NNc1nncc2ccccc12	0%	-2%	-2%	-15%	4.5µM*	5%	7%	13%	5µM*	-21%	4%
COc1ccc(N2CCC(CNS(=O)(=O)c3cccc(C(F)(F)F)c3)C2)cc1 (configuration not stated)	0%	-5%	2%	-14%	8%	-1%	19%	19%	11%	13%	8%
CCOc1ccc(Cl)cc1/C=N/NC(=O)CNC(=O)c1ccccc1	-11%	-4%	-2%	-40%	5%	-1%	6%	4%	6%	-2%	2%
COc1ccc(NC(=O)CN2CCN(c3ccc(Cl)cc3)CC2)c(OC)c1	-2%	-4%	0%	-14%	0%	-4%	4%	0%	-11%	5%	-11%
COc1ccc(CCN(C)Cc2ccc(OC)c(OCc3ccccc3)c2)cc1OC	4%	-6%	3%	-65%	10%	0%	-7%	-5%	16%	.	-1%
Cc1[nH]n2c(=O)cc(C(C)(C)C)nc2c1-c1ccccc1	4%	-42%[inhibitor]	-20%	-77%	3.2µM*	-6%	-5%	18%	1.4µM*	-13%	-4%
CCn1c(COC(=O)CNC(=O)c2cc(OC)c(OC)c(OC)c2)nc2cc(S(=O)(=O)N(C)C)ccc21	2%	1%	4%	-6%	.	?	.	15%	.	-10%	.
Cc1ccccc1NC(=O)C1CC(=O)N(c2ccccc2F)C1 (configuration not stated)	6%	-5%	2%	-17%	-10%	-4%	9%	-7%	35%	5%	-3%
COC(=O)CCC(=O)N1CCCC(N2CCN(c3ccc(OC)cc3)CC2)C1 (configuration not stated)	-3%	-1%	-4%	-11%	1%	0%	10%	?	6%	-1%	-6%
Cc1cccc(NC(=O)C2CCCN(S(=O)(=O)c3ccc(-n4cnnn4)cc3)C2)c1 (configuration not stated)	2%	-3%	-4%	0%	3%	-4%	-3%	-4%	0%	-1%	-5%
CN(C)c1ccc(C=NCCc2ccc(S(N)(=O)=O)cc2)cc1	6%	-8%	-4%	3%	-4%	-1%	10%	18%	2%	6%	7%
NC(=O)NC(=O)COC(=O)c1ccc2c(c1)C(=O)N(Cc1ccccc1)C2=O	2%	-3%	-2%	-5%	-14%	0%	1%	-2%	-21%	18%	8%
CC(=O)c1cn(CC(=O)NCc2ccc3c(c2)OCO3)c2ccccc12	2%	1%	-8%	-17%	5%	-2%	0%	26%	-17%	1%	44%[activator]
